Compound activity deposited in PubChem BioAssay by National Center for Advancing Translational Sciences (NCATS).
Nrf2 ARE act: Nrf2 pathway activation; AID 624171; 410,000 tested, 0.31% active; AREc32 ARE-luciferase reporter (MCF7-derived line), luminescence, 24 h; Potency, µM (highest dose often 46.1 µM), for the others: at the top dose activation, hits mostly activators; also: potency is read from the fitted curve at half-maximal effect; % of control where 0% means no effect; nearly all actives have a fitted effect of over 65% in size
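Luminescent ARE reporter assay in AREc32_Fluc cells: overnight plating at 37 deg C, 24 hr compound incubation, Steady-Glo added, 30 min RT before reading.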
Nrf2 block: inhibitors of Nrf2 signaling. A549 ARE-Fluc reporter, luciferase luminescence, 18-24 h. Potency, µM (top dose mostly 46 µM), for inactives: at the highest dose activity change, negative = inhibition, usual class: inhibitors. 360,000 tested, 2.1% active. AID 504444; also: potency is read from the fitted curve at half-maximal effect; % is scaled to controls: 0 for no effect and ±100 for the full control effect; nearly all actives have a fitted effect of over 60% in size
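Two sequential reads on A549 ARE_Fluc cells exposed to compound for 18-24 h: a CellTiter-Fluor fluorescence read for viability, then a luciferase luminescence read for Nrf2/ARE activity.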
IL-1B inflam inh: inflammasome signaling inhibition, IL-1 beta readout; AID 743279; activity change, % at 57.5 µM; THP-1 LPS/ATP IL-1B secretion, AlphaLISA, 16 h; active compounds read low; 360,000 tested, 4.7% active; in the data active = activity change below about -50%; inconclusive = mostly about -30% to -49%; also: % is scaled to controls: 0 for no effect and ±100 for the full control effect
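THP-1 cells pretreated 1 hr with compounds (up to 57.5 uM final), then stimulated with LPS (250 ng/mL final) plus ATP (1.25 mM final); secreted IL-1B measured by AlphaLISA after 16 hr, decreased signal indicating inhibition.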
ATXN2 expr inh: reduces ATXN2 reporter expression in HEK-293 cells. HEK-293 ATXN2-luciferase reporter, luminescence, 24 h. Potency, µM (top dose mostly 57 µM), inactives show at the top dose activity change, negative = inhibition, actives largely listed as inhibitors. 360,000 tested, 0.72% active. AID 1745845; also: potency is read from the fitted curve at half-maximal effect; % is scaled to controls: 0 for no effect and ±100 for the full control effect; nearly all actives have a fitted effect of over 55% in size
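ATXN2-luciferase reporter cells (luciferase flanked by upstream and downstream ATXN2 gene portions) were treated 24 h at 37 °C with compounds at up to 57 uM. SteadyGlo luminescence gave expression; GF-AFC fluorescence gave viability.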
A549 tox: kills or reduces viability of A549 cells in Nrf2 counter-screen | A549 ARE-Fluc cells, CellTiter-Fluor viability, 18-24 h | Potency, µM (doses to about 46 µM), inactives show top-dose activity change, negative = cytotoxicity, usual class: inhibitors | 390,000 tested, 0.16% active | AID 504648; also: potency is read from the fitted curve at half-maximal effect; % is scaled to controls: 0 for no effect and ±100 for the full control effect
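A549 ARE-Fluc cells in 5% FBS OPTI-MEM, 5000 cells/well, rested 2 h then exposed to compounds in concentration-response for 18-24 h at 37 °C. Viability by CellTiter-Fluor fluorescence (Ex 405/Em 525) after 30 min; luciferase luminescence (BugLite, 15 min, RT) read afterwards.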
MCF10A rereplic: induces DNA re-replication in MCF 10a normal breast cells; MCF 10A DNA re-replication, Hoechst nuclear intensity, 48 h; Potency, µM (highest dose often 46.1 µM), for inactives: at the highest dose activity, positive = re-replication, actives largely listed as activators; 350,000 tested, 2.9% active; AID 624296; also: potency is read from the fitted curve at half-maximal effect; % of control where 0% means no effect; nearly all actives have a fitted effect of over 50% in size
TGFb inhibitor: inhibitors of TGF-b signaling; HepG2 CAGA-GFP TGF-b/SMAD3 reporter, GFP fluorescence, 18 h; TGF-beta stimulated, 500 pg/mL final; Potency, µM (titrated, usually from 46.1 µM), without a hit: at the highest dose activity, negative = inhibition, usual class: inhibitors; 410,000 tested, 1.2% active; also: potency is read from the fitted curve at half-maximal effect; % is scaled to controls: 0 for no effect and ±100 for the full control effect; nearly all actives have a fitted effect of over 65% in size
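HEPG2 CAGA-GFP cells (1000/well, DMEM with 1% FBS) were pre-incubated 2 h at 37 degrees C, given compound by pin tool, then stimulated with TGF-beta at 500 pg/mL final for 18 h before per-cell GFP fluorescence imaging.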
ATXN viability: cell viability loss in ATXN counter-screen; S2 cells (HEK-293 line with an ATXN2-luciferase reporter) viability, CellTiter-Fluor protease fluorescence, 24 h; 400,000 tested, 0.49% active; Potency, µM (titrated, usually from 56.7 µM), most hits filed as cytotoxic; also: potency is read from the fitted curve at half-maximal effect; nearly all actives have a fitted effect of over 40% in size
HepG2 viability: HepG2 cytotoxicity, counter-screen for TGF-b inhibitors. Potency, µM (highest dose often 46.1 µM), inactives show at the highest dose activity change, negative = cytotoxicity, most hits filed as cytotoxic. 410,000 tested, 0.76% active. HepG2 CAGA-GFP viability, ATP luminescence, 18 h; also: potency is read from the fitted curve at half-maximal effect; some results filed as inactive show a strong effect at the top dose
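HepG2 CAGA-GFP cells (1000/well, DMEM with 1% FBS) received compound, then TGF-beta at 500 pg/mL final, and were incubated 18 hours at 37 degrees C. Viability was read by CellTiter-Glo luminescence. Media-only wells were set as complete cell-killing and DMSO as no toxicity.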
Starred values were filed as active, the others as inactive; i = inactive; ? = inconclusive; . = no result given; [ ] = remark or other dose. Unless noted, calls follow the shape of the dose curve; as a rule, active = well fitted curve in the direction sought with a large enough effect; inconclusive = small, poorly fitted or top-dose-only effect, or another doubt; inactive = no such curve, though single readings can be large; an effect the other way counts as inactive or inconclusive. This is a subset; rates above refer to the full screens.

SMILES | Nrf2 ARE act | Nrf2 block | IL-1B inflam inh | ATXN2 expr inh | A549 tox | MCF10A rereplic | TGFb inhibitor | ATXN viability | HepG2 viability
O=c1[nH]c(=S)n(-c2ccccc2)c(O)c1/C=N/N1CCCCC1c1cccnc1 (centres undefined) | -0.6% | -7% | 50 | 6% | -1% | -4% | 3% | i | -27%
CN1CCC(O)(c2ccccc2)C(C(=O)c2ccccc2)C1 (centres undefined) | ? | 15% | -21 | 5% | 1% | ? | ? | i | -13%
CCC(=O)N1CC(=O)Nc2ccc(Cl)cc2C1c1ccc(F)cc1 (centres undefined) | 0.1% | -7% | 35 | 3% | -12% | 7% | -6% | i | -1%
CCOC(=O)C(O)(c1ccc(NC(=O)NC2CCCCC2)cc1)C(F)(F)F (centres undefined) | -0.8% | . | 30 | 40%[activator] | 8% | 41% | 28% | i | -24%
CC1=CC(=O)OC2CC3OC4C[C@@H](C)C5OC6CC7O[C@]8(C)C/C=C\C9OC%10CC%11OC(CC(C)C%12OCCO%12)CC(O)[C@]%11(C)OC%10CC9OC8C[C@]7(C)O[C@]6(C)CCC5OC4C[C@]3(C)OC12 (some centres undefined) | 0.5% | 0% | 31 | -5% | 13% | ? | 6% | i | -2%
O=c1[nH]c(=O)n(Cc2ccco2)c(O)c1C=NCc1ccc2c(c1)OCO2 | 0.0% | . | 10 | -6% | 0% | -4% | -12% | i | -6%
COc1ccc(NC(=O)N2C[C@@H]3C[C@@H](C2)c2cccc(=O)n2C3)c(OC)c1 | 0.3% | 3% | 13 | 9% | 8% | -1% | 11% | i | -96%
OC12CCCCC1C(c1ccccc1)NCC2 (centres undefined) | -0.2% | 10% | 0 | -16% | -6% | 3% | 14% | i | -4%
CC/C(=N\Nc1ccccc1)c1c(O)n(-c2ccccc2)c(=O)[nH]c1=O | 2.4% | -13% | 17 | -13% | -6% | ? | 2% | i | 15%
COCCN1C(=O)/C(=C/c2c(OC)cc(OC)cc2OC)C(=O)N(c2ccccc2)C1=O | -0.7% | -7% | -18 | 7% | 2% | -1% | 16% | i | -9%
O=P1(NCc2ccco2)COc2ccccc2OC1 | -0.7% | 2% | -10 | 2% | -2% | 6% | 12% | i | 0%
COC(=O)[C@@H]1C(OC(=O)c2ccccc2)CC2CCC1N2C (some centres undefined) | 0.5% | 0% | -10 | -17% | 4% | -12% | -7% | i | 1%
O=C(Nc1ccc(Br)cc1C(=O)c1ccccc1Cl)c1ccccc1F | -0.7% | 6% | . | . | -4% | . | -20% | . | 1%
COc1cccc2cc(-c3cc(=O)oc4ccc(OC(=O)N(C)C)cc34)oc12 | -0.4% | -21% | -15 | -2% | -12% | ? | 10% | i | -11%
COCCNC(=S)N1Cc2ccccc2-n2nncc2C1 | 5.4% | . | -6 | 12% | . | . | 1% | i | -8%
Cc1ccc2nc(NC(=O)c3cccn(Cc4ccccc4F)c3=O)sc2c1 | 4.5% | . | . | 7% | -8% | . | ? | i | -1%
S=C(Nc1ccccc1)Nc1ccccn1 | 9.7% | . | -2 | . | . | . | -20% | ? | -19%
CCNC(=O)CCSc1nc2cc(Cl)ccc2o1 | 0.3% | -17% | 35 | 1% | -2% | -2% | ? | i | 3%
COC(=O)C1=C(c2ccc(-c3ccccc3)c(F)c2)C[C@@H]2CC[C@H]1N2C(=O)NC1CC1 | -0.9% | ? | ? | ? | 1% | 9% | -19% | ? | -19%
COC(=O)C1=C(c2ccc3ccccc3c2)C[C@@H]2CC[C@H]1N2C(=O)NC(C)C | -0.7% | -15% | -1 | -8% | -3% | 4% | -4% | i | -12%
CCCCn1c(O)c(C(C)=NCCN2CCOCC2)c(=O)[nH]c1=O | -0.6% | 5% | 0 | 6% | -3% | 6% | ? | i | 6%
CC[C@H]1CN(C)CCc2c([nH]c3ccccc23)C(=O)C[C@@H]1/C(=C\OC)C(=O)OC | 3.5% | 4% | -7 | -15% | 8% | 0% | 2% | i | -14%
CC(Oc1cc2oc(=O)c3c(c2cc1Cl)CCCC3)C(=O)NCc1ccccn1 (centres undefined) | -0.6% | ? | -13 | -9% | 5% | 1% | -2% | i | -16%
Cc1cc(NC(=O)CCl)on1 | ? | 6% | -106* | ? | 5% | ? | 0% | ? | -10%
O=C1NC(=O)C(=Cc2ccc(-c3ccc(Cl)cc3)o2)C(=O)N1 | 3.1% | ? | -108* | ? | -13% | 25% | ? | 28µM* | -29%
COc1cccc(C2(O)CCSCC2CN(C)C)c1 (centres undefined) | 0.0% | 17% | 1 | 0% | -10% | 0% | -2% | ? | 13%
O=C(c1cccc(Cl)c1)C1CCCN(Cc2ccon2)C1 (centres undefined) | 2.6% | 8% | 8 | . | 13% | -1% | -18% | i | -18%
c1ccc2c(CCNCc3ccc4c(c3)OCO4)c[nH]c2c1 | 0.0% | 9% | -23 | -20% | -4% | 581%[0.0737 µM] | -8% | i | -19%
Cc1cc(C)c(N)cc1C | 1.8% | 26% | 4 | -2% | 1% | ? | 0% | i | -54%
O=C(Nc1ccc(Cl)c(Cl)c1)O/N=C/c1ccncc1 | 2.9% | 3% | -94* | 5% | -2% | 2% | ? | i | -44%
O=C1CN=C(c2ccccc2Cl)c2cc(Br)ccc2N1 | 0.2% | ? | 33 | 0% | -13% | 11% | 0% | i | -10%
COc1ccc(NC(=O)CCc2nc(C3=CCN(Cc4cccc(C)c4)CC3)no2)c(OC)c1 | 0.5% | . | . | -22% | 5% | . | -18% | i | -29%
CCOP(=O)(OCC)C(c1ccccc1)N(C)C=O (centres undefined) | -0.1% | 2% | 10 | 6% | -5% | -7% | 3% | i | 7%
CCOC(=O)[C@]12Cc3cc(OC)ccc3[C@H]1N(C1CCCCC1)C(=O)c1cc(OC)ccc12 | -3.9% | . | -114* | 20µM* | . | . | . | 13µM* | .
CCN(CCNc1ccc([N+](=O)[O-])c2cccnc12)S(=O)(=O)c1ccccc1 | 0.6% | 19% | 15 | 4% | -9% | 10% | -18% | i | -6%
CCOP(=O)(OCC)C1(O)C(=O)Nc2ccc(Br)cc21 (centres undefined) | 16% | -25% | 33 | -18% | -3% | 12% | 0% | i | -2%

Some values from the entries so far:
Cc1cc(C)c(N)cc1C – A549 tox: 1%
O=C(c1cccc(Cl)c1)C1CCCN(Cc2ccon2)C1 (centres undefined) – IL-1B inflam inh: 8

New compounds follow
SMILES | Nrf2 ARE act | Nrf2 block | IL-1B inflam inh | ATXN2 expr inh | A549 tox | MCF10A rereplic | TGFb inhibitor | ATXN viability | HepG2 viability
COc1ccc(C(=O)OC2CC3CCC(C2)[N+]3(C)[O-])cc1OC (centres undefined) | -0.6% | 1% | 14 | 2% | 3% | 5% | ? | i | -3%
Cc1ccccc1-n1c(/C=C/c2ccccn2)nc2ccccc2c1=O | -1.0% | -2% | -53* | . | -9% | 18µM* | -16% | ? | -9%
Cc1c(P(=S)(c2ccccc2)c2ccccc2)[n+]2ccccc2n1C/C=C/c1ccccc1 | -3.2% | ? | . | ? | -18% | . | ? | 14µM* | 20µM*
CC(=O)O[C@]1(c2ccccc2)CCN(C)[C@H]2CCCC[C@@H]21 | 0.2% | 14% | -5 | -7% | 16% | 0% | 17% | i | -29%
O=c1[nH]c(=S)n(CCC2=CCCCC2)c(O)c1C=NC1CCN(Cc2ccccc2)CC1 | 0.1% | ? | 0 | -23% | 0% | 8% | -33% | i | 5%
O=C(Cc1ccccc1)c1ccccn1 | -0.7% | 9% | 0 | -20% | -5% | 10% | -7% | ? | 4%
COCCOC(=O)c1c(C)n(C)c2ccc(OC(=O)N3CCOCC3)cc12 | 1.8% | 17% | 16 | -3% | 1% | 0% | -2% | i | -24%
COc1ccc(S(=O)(=O)N2Cc3cnnn3-c3ccccc3C2C#N)cc1 (centres undefined) | 0.6% | 7% | 0 | 1% | -3% | -2% | -6% | i | 6%
COc1ccc(C(CNC(=O)Cc2ccc(Cl)c(Cl)c2)N(C)C)cc1 (centres undefined) | 2.3% | ? | -51* | 109%[activator] | -9% | 5% | 6% | i | -33%
CN1CCN(CC(=O)Nc2ccc([N+](=O)[O-])cc2C(=O)c2ccccc2)CC1 | -0.5% | -9% | -3 | -17% | 1% | -28% | 3% | i | 1%
CC(C)OP(=O)(OC(C)C)C(Nc1ccccc1)c1cccc2c1OCO2 (centres undefined) | 0.2% | -2% | -19 | -8% | 1% | 2% | ? | i | 0%
CCCCSC1=NN1c1nc(N)nc(C)c1CC | -0.1% | 5% | 3 | . | -14% | 2% | 0% | . | 5%
C[C@@H]1CN([C@H](C)CO)C(=O)CCCn2cc(nn2)CO[C@H]1CN(C)C(=O)Oc1cccc2ccccc12 | 0.0% | . | 11 | -2% | . | . | ? | i | 10µM*
COC(=O)C1=C(c2ccccc2)C[C@@H]2CC[C@H]1N2C(=O)N1CCCCC1 | -0.1% | 13% | -19 | -15% | 11% | ? | 3% | i | -9%
CCOC(=O)CNC(=O)N1Cc2cc(N3CCCCC3)ccc2-n2nncc2C1 | -1.3% | . | -6 | 9% | . | . | -17% | i | -1%
CN(Cc1ccco1)C(=O)Cn1c(=O)oc2cc(S(=O)(=O)NCc3ccccc3)ccc21 | -0.9% | ? | 1 | -20% | 2% | 14% | 3% | i | -41%
COc1cc(OC)c(OC)cc1CNC(C)C(O)c1ccccc1 (centres undefined) | 2.8% | -5% | -7 | -4% | . | 0% | -1% | i | -32%
CSCCC(c1nnnn1Cc1ccccc1)N1CCC(n2c(=O)[nH]c3ccccc32)CC1 (centres undefined) | 0.1% | . | -22 | ? | . | . | ? | 14µM* | -16%
COc1cc(O)c2c(c1)/C=C/C[C@H](O)[C@H](O)C(=O)CCC[C@H](C)OC2=O | 2.7% | . | -81* | 2% | . | . | 2µM* | i | -5%
COc1cc(NC(=O)C2CCCN(S(=O)(=O)c3ccc4c(c3)oc(=O)n4C)C2)cc(OC)c1 (centres undefined) | -0.1% | -1% | -23 | -4% | 1% | 4% | 2% | i | -36%
